TEAD-YAP block – TEAD-YAP interaction inhibition. hit rate 1.4% among 640,000. inhibition, % at 9.12 µM. HEK-TIYL cells, TEAD-Gal4/YAP UAS-luciferase luminescence; in the data active means inhibition above about 32%;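 further: 0% = median of test compound wells and 100% = reference inhibitor wells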
MITF inh – inhibitors of human MITF; O75030; AlphaScreen MITF homodimerization, bead proximity signal; inhibition, % at 2.6 µM; hit rate 0.91% among 650,000; in the data active means inhibition above about 50%;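 further: 0% = vehicle wells with protein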
Target sequence (O75030 whole entry, looked up): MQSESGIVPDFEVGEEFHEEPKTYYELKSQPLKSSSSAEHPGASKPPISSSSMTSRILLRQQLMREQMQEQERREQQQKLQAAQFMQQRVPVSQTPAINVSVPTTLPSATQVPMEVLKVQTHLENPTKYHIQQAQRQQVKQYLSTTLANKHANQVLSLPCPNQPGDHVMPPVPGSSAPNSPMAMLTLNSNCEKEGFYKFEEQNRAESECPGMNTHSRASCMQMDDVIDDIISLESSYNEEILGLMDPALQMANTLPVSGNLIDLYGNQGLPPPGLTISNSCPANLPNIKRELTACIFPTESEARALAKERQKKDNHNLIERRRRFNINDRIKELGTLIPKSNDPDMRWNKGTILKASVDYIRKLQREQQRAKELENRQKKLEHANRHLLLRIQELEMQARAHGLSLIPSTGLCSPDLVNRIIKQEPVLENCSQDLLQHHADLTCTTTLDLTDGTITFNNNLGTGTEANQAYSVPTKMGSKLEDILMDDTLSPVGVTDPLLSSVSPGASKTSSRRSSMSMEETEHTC
GPR151 ag – activators of human GPR151; PathHunter beta-arrestin GPR151 cells, luminescence; activation, % at 11.2 µM; hit rate 1% among 650,000; AID 1508602; in the data active means activation above about 4.9%;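 further: 0% = median of compound wells and 100% = cells with positive control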
Target sequence (Q8TDV0 whole entry, looked up): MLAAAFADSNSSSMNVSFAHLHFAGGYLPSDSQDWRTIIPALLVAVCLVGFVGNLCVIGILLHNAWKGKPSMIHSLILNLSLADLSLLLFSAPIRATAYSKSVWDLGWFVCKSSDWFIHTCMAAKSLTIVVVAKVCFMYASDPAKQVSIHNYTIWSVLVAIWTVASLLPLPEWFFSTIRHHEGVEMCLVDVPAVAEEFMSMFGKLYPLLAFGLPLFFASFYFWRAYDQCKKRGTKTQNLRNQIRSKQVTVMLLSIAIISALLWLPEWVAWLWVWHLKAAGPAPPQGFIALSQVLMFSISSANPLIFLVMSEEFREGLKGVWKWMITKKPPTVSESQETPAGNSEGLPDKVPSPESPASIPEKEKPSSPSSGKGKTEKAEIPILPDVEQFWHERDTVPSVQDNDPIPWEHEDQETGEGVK
FBW7 activator – human FBW7 E3 ligase activation, primary screen | normalized activity (activation), % at 26.1 µM | AlphaScreen FBW7–phospho-cyclin E peptide binding, activator screen | hit rate 0.13% among 650,000 | AID 1259310; in the data active means normalized activity above about 1.9%;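 further: purified mutant Fbw7 with reduced substrate affinity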
The depositor's hits bear a star; · = no result given; & = joins results of further samples.

No.	compound	TEAD-YAP block	MITF inh	GPR151 ag	FBW7 activator
1	O=C(NNC(=O)c1cc(=O)c2ccccc2o1)c1ccccn1	-3	35	-1.3	-0.9
2	Cc1cc(NC(=O)Cn2cc(C(F)(F)F)ccc2=O)no1	4	12	-1.0	0.3
3	CCn1c(N/N=C/c2cccnc2)nc2c1c(=O)[nH]c(=O)n2C	-6	5	1.1	-0.1
4	O=C(NCc1ccc(Cl)c(Cl)c1)c1ccc(Sc2ccc(Br)cc2)c([N+](=O)[O-])c1	2	16	-0.1	0.3
5	Cc1ccc(CNC(=O)CN2C(=O)C(=O)N(Cc3ccccc3)C2=O)cc1	3	-2	2.3	-0.1
6	Cc1nc(N2CCN(C(=O)Nc3cc(F)cc(F)c3)CC2)cc(-n2ccnc2)n1	3	14	-0.7	0.2
7	C[C@@H](c1ccccc1)n1c(=O)[nH]c2nc(-c3cncnc3)cnc21	-3	0	-0.3	0.2
8	O=C1OC(c2ccc(-c3ccccc3)cc2)=N/C1=C\C=C\c1ccccc1	-12	-10	-0.5	0.7
9	CCOc1ccc(NC(=O)C2CCC(Cn3c(=S)[nH]c4ccccc4c3=O)CC2)cc1 (stereo not given)	0	4	-0.4	0.0
10	CCOC(=O)c1c(C)[nH]c(C)c1-c1ccccc1OC	6	13	0.7	0.0
11	CC1CCN(c2ccc(/C=C3\SC(N)=NC3=O)cc2[N+](=O)[O-])CC1	19	16	0.4	-0.2
12	CCCN(C(=O)COc1cc(=O)n(C)c2ccccc12)c1ccccc1F	-4	16	2.1	0.0

Gathered by group, the entries above with a carbonyl joined to an NH by a bond outside any ring.
No.	compound	TEAD-YAP block	MITF inh	GPR151 ag	FBW7 activator
1	O=C(NNC(=O)c1cc(=O)c2ccccc2o1)c1ccccn1	-3	35	-1.3	-0.9
2	Cc1cc(NC(=O)Cn2cc(C(F)(F)F)ccc2=O)no1	4	12	-1.0	0.3
4	O=C(NCc1ccc(Cl)c(Cl)c1)c1ccc(Sc2ccc(Br)cc2)c([N+](=O)[O-])c1	2	16	-0.1	0.3
5	Cc1ccc(CNC(=O)CN2C(=O)C(=O)N(Cc3ccccc3)C2=O)cc1	3	-2	2.3	-0.1
6	Cc1nc(N2CCN(C(=O)Nc3cc(F)cc(F)c3)CC2)cc(-n2ccnc2)n1	3	14	-0.7	0.2
9	CCOc1ccc(NC(=O)C2CCC(Cn3c(=S)[nH]c4ccccc4c3=O)CC2)cc1 (stereo not given)	0	4	-0.4	0.0

Later entries
No.	compound	TEAD-YAP block	MITF inh	GPR151 ag	FBW7 activator
13	CCCCN(C)C(=O)C1CCN(c2nc(-c3ccc(OC)cc3)no2)CC1	-23	-19	0.8	0.2
14	Cc1ccc(N(C(=O)Cn2nnnc2N)C2(C(=O)Nc3c(C)cccc3C)CCCCC2)cc1	-3	1	-0.2	-0.2
15	O=c1c2cnn(-c3ccccc3)c2nc(-c2ccccc2F)n1-c1cccc(Cl)c1	-2	5	1.2	0.1
16	COc1ccc(OC)c(-n2c(-c3cccnc3)n[nH]c2=S)c1	8	4	-0.2	0.0
17	O=C(Nc1nnc(-c2ccc3c(c2)OCCO3)o1)c1cc(Cl)sc1Cl	5	-6	-0.2	-0.1
18	CN1CCN(C(=O)c2ccc(S(=O)(=O)Cc3cc(F)ccc3F)c([N+](=O)[O-])c2)CC1	14	12	-1.9	0.8
19	CN1CCN(CCCn2cnc3c2c(=O)n(C)c(=O)n3C)CC1	0	8	-1.3	-0.1
20	CCSC1=NSC2=NC(=O)/C(=C\c3ccc4c(c3)OCO4)C(=N)N12	-26	1	2.9	0.0
21	CN(C(=O)c1cc2c(=O)n(C)c(=O)n(C)c2s1)c1ccccc1	16	0	-0.5	-0.4
22	Cc1cc(CN2CCN(Cc3ccc4c(c3)OCO4)CC2)cs1	5	4	-0.8	0.2
23	S=c1nc(NCC2CCCO2)c2ccccc2[nH]1 (stereo not given)	1	16	-1.0	0.1
24	Cc1cc2c(o1)c1cnn(CC(=O)NCc3ccccn3)c(=O)c1n2C(C)C	-12	14	1.0	-0.2
25	Cc1c(C=O)c2ccccc2n1CC(=O)NCCc1ccccc1	7	-1	2.9	0.0
26	CC(NC(=O)c1ncoc1-c1ccc(F)cc1)C(=O)N1CCCCC1 (stereo not given)	-9	-16	0.4	0.1
27	O=c1[nH]c(=O)n(-c2ccc(Cl)cc2)c(O)c1C=Nc1ccccc1Cl	10	-10	0.4	-0.1
28	O=C(CSc1nc2ccccc2s1)N1CCN(C(=O)[C@@H]2C[C@H]2c2ccccc2)CC1	4	13	1.2	0.6
29	CCCNC(=O)Cn1nc2c(c1NC(=O)Cc1ccc(-c3ccccc3)cc1)CSC2	-3	-4	2.9	-0.1
30	CN(Cc1ccccc1)S(=O)(=O)c1nnc(NC(=O)c2ccccc2)s1	-2	3	2.1	0.0
31	CCC(Sc1nc2ccsc2c(=O)n1NC(=O)COc1ccccc1Br)C(=O)Nc1ccccc1OC (stereo not given)	-3	-4	2.0	0.0
32	COCCNc1cc(=O)n(C)c(=O)n1Cc1cccc(C(F)(F)F)c1	-6	-4	0.9	-0.2
33	Cc1noc(C)c1S(=O)(=O)N1CCCC(C(=O)NC(C)(C)C)C1 (stereo not given)	2	8	-0.4	-0.1
34	COCCN(C(=S)Nc1cccc(C)c1)C1CCN(C(C)C)CC1	-4	-1	-0.4	-0.2
35	COc1ccc(CNC(=O)C2CCNCC2)cc1	-2	15	1.5	0.8
36	O=S(=O)(NCc1ccc(Cl)cc1)c1cccc2nsnc12	11	6	-0.2	0.3
37	Cc1nnc(SCC(=O)NCCN2C(=O)CSC2=O)s1	0	2	-0.1	0.1
38	CCOCCCNC(=O)c1cc(C)nc2c1c(C)nn2-c1ccccc1	-7	-1	2.9	0.2
39	CC1CC(C)CN(C(=O)CCS(=O)(=O)c2ccc3c(c2)n(C)c(=O)c(=O)n3C)C1 (stereo not given)	6	-17	1.6	0.4
40	Cc1ccc(N2C(=O)CSC2c2ccc(Cl)cc2Cl)cc1F (stereo not given)	-9	15	0.2	0.4
41	COc1cccc(CN2CCN(Cc3ccc(O)cc3)CC2CCO)c1 (stereo not given)	1	3	-1.3	0.5
42	O=C(NC1CCCCC1)N1CCCC(c2nc3ccccc3[nH]2)C1 (stereo not given)	16	12	0.1	0.2
43	CCCCOc1ccc(NC(=O)C2COc3ccccc3O2)cc1 (stereo not given)	-8	4	-0.3	0.1
44	Cn1c(C(=O)Nc2ccc(Cl)cc2)cc2c(=O)n(C)c3ccccc3c21	-8	-1	0.8	0.0
45	Cc1cc(C(C#N)c2ccc(Cl)cc2)c(Cl)cc1NC(=O)c1cc(I)cc(I)c1O (stereo not given)	-4	8&0	-1.2&0.9	0.3&0.0
46	CC1=C(C(=O)OC2CCCCC2)C(c2cccc(O)c2)NC(=O)N1 (stereo not given)	-21	0	-0.5	0.0
47	C/C(N)=C(/C#N)C(=O)CSc1n[nH]c(-c2cccs2)n1	-2	8	-0.2	0.0
48	CCc1ccc(/C=N\NC(=O)Cn2cnc3ccccc32)cc1	7	3	0.5	0.0
49	COc1cccc(CC(=O)NC(C)C23CC4CC(CC(C4)C2)C3)c1 (stereo not given)	-6	-3	0.0	0.0
50	CN(C)c1ccc(/C=[N+](\[O-])C2(C)CCCCC2=O)cc1 (stereo not given)	5	4	0.2	0.1
51	O=C1c2cccnc2C(=O)N1Cc1ccc(Cl)cc1	-1	4	-0.9	-0.4
52	CCOc1ccc(S(=O)(=O)Nc2ccccc2C(F)(F)F)cc1	-7	-20	0.6	-0.1
53	O=S1(=O)CCC(NS(=O)(=O)c2ccc(S(=O)(=O)NCc3ccccc3)cc2)C1 (stereo not given)	6	11	-0.1	1.1
54	CC(C)CCC1(C2CCN(C(=O)C3=CCCC3)CC2)NC(=O)N(Cc2ccccn2)C1=O (stereo not given)	-28	9	-0.7	0.0
55	Clc1cc2c(cc1CSc1nc3ccccc3n1-c1ccccc1)OCO2	0	12	0.1	0.0
56	Cc1cccc(C(C)C)c1N1C(=O)c2cccnc2C1=O	3	-4	1.3	-0.2
57	Cc1ccc(Cn2ncc3c(N4CCCC4)ncnc32)cc1	0	13	-0.2	0.3
58	CCOC(=O)c1c(CN(C)C)n(C)c2cc(Br)c(O)cc12	-6	0	-1.0	0.5
59	CC(=O)NCCNc1nc2c(C)cccc2cc1C#N	2	1	-0.1	0.0
60	CCN(CC(=O)NCc1ccc(Cl)cc1)Cn1nnc2ccccc21	-9	85*	2.1	0.1
61	O=C(Nc1cccc(Cl)c1)c1cc(-c2ccco2)on1	-3	7	-0.4	0.0
62	CC(C)CC(NC(=O)C1CCC(C)CC1)C(=O)Nc1cccnc1 (stereo not given)	13	10	7.4*	-0.1
63	Cc1ccccc1CNC(=O)C1CC(O)CN1C(=O)Nc1ccccc1 (stereo not given)	1	-6	0.4	-0.1
64	Cc1cccc(NC(=O)c2sc3ncnc(N4CCOCC4)c3c2C)n1	-30	5	0.6	-0.1
65	Cc1ccc(S(=O)(=O)N(CC2CO2)c2cccc3ccccc23)cc1 (stereo not given)	0	3	0.3	-0.1
66	O=c1[nH]c(=O)n(-c2ccccc2)c2ccccc12	-13	-2	-0.6	-0.2
67	CC1CCCC(NC(=O)Cn2nc(C(=O)O)c3ccccc3c2=O)C1C (stereo not given)	5	-17	-0.6	0.2
68	CCc1ccc(N2C(=O)c3ccccc3NC2c2ccc(OC)cc2)cc1 (stereo not given)	-86	3	-3.0	-0.1
69	CCn1c(N2CCC(C(=O)NCC(C)O)CC2)nc2ccccc21 (stereo not given)	6	5	0.2	0.1
70	NC(=O)c1cccc(Nc2ccc3ncccc3c2)c1	1	3	0.0	0.2
71	CCC(=O)Nc1ccc(NC(=O)COc2ccccc2)cc1	4	0	0.6	-0.1
72	CCCCCCCCCCCCCCCCCCCCCCC(=O)OCC	·	4	-0.3	·

(next part)
item | structure | TEAD-YAP block | MITF inh | GPR151 ag | FBW7 activator
73 | COc1cc2nc(-c3ccc4c(c3)C(=O)N(N3C(=O)c5ccccc5C3=O)C4=O)oc(=O)c2cc1OC | 5 | 9 | 0.5 | -0.1
74 | O=C(Cc1ccc2c(c1)OCCO2)OCc1csc(-c2ccccc2)n1 | -7 | 4 | 1.0 | 0.2
75 | O=C(COC(=O)c1cc(F)c(F)cc1Cl)NCC1CCCO1 (stereo not given) | 0 | -4 | -1.8 | 0.0
76 | Cn1c(=O)sn(-c2ccccc2)c1=O | 6 | -5 | 0.5 | 0.0
77 | COCCNc1nc(-c2cccc(C(F)(F)F)c2)ccc1C(=O)NCCNC(C)=O | 3 | -6 | -1.7 | -0.2
78 | Cc1cc2[nH]c(=O)c(=O)[nH]c2cc1S(=O)(=O)Nc1ccc(F)cc1F | 1 | -9 | 2.6 | 0.0
79 | NS(=O)(=O)c1ccc2c(c1)Cc1ccccc1-2 | 3 | 19 | -0.6 | 0.2
80 | FC(F)(F)c1ccc(NC2CCCCC2)nc1 | 12 | 7 | -0.4 | 0.8
81 | Cc1ccc(-c2nc3n(n2)C(c2cccc(O)c2)C2=C(CCCC2=O)N3)cc1 (stereo not given) | -14 | -2 | 1.7 | 0.1
82 | C/C(CC(=O)NC1CCCCC1)=N\NC(=O)COc1ccc(C)cc1Br | 3 | 3 | 0.8 | 0.0
83 | O=C(Nc1cccc(C(F)(F)F)c1)c1sc(-c2ccccc2)nc1-c1ccccc1 | 1 | 6 | 0.0 | 0.0
84 | c1ccc2[nH]c(CNc3ccnc(N4CCC(N5CCOCC5)CC4)n3)nc2c1 | 3 | 14 | -0.3 | -0.1
85 | CC(=O)Nc1ccc(NC(=O)c2cccc(-c3c(C)noc3C)n2)cc1 | -7 | 15 | -0.6 | 0.0
86 | COc1ccc(C2N(c3ccc4c(c3)OCCO4)C(=O)C2(F)F)cc1OC (stereo not given) | 5 | 1 | 0.4 | 0.1
87 | c1ccc(CNc2nc(Nc3cccnc3)nc3c2ncn3C2CCCCC2)cc1 | 14 | -12 | -0.3 | 0.0
88 | O=C(NNC(=O)c1cccs1)c1cccc(O)c1 | -19 | 12 | -0.6 | 0.2
89 | Cc1occc1C(=O)NCc1ccccc1 | 4 | 2 | 0.1 | 0.0
90 | CCC(CO)Nc1ccc2ncc(-c3ccc(OC)nc3)n2n1 (stereo not given) | 9 | 11 | 1.3 | 0.2
91 | COCCNC(=O)CCCCCNS(=O)(=O)c1ccc(OC)cc1 | 4 | 0 | 1.5 | 0.0
92 | CN1CCN(C(=O)c2cnn3c2NC(c2ccccc2)CC3C(F)(F)F)CC1 (stereo not given) | 3 | 8 | 0.6 | -0.1
93 | O=C(CN1C(=O)COc2ccccc21)N1CCN(C2CCCCC2)CC1 | 9 | 5 | 0.5 | 0.2
94 | CCn1ccnc1CN1CCC(n2nccc2NC(=O)CCc2ccccc2)CC1 | 2 | 5 | 2.7 | 0.0
